# Assay outcomes: PubChem, several laboratories
# NFkB transloc inh = blocks IL-1B driven NFkB nuclear translocation in HUVEC cells; HUVEC IL-1B NFkB p65 nuclear translocation imaging; inhibition, % at 2 µM; actives 0.43% (n = 94,000); AID 796;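 active = inhibition above about 30% together with a positive call from visual inspection of the well image, limit read from the data; inconclusive = inhibition above a set limit but visual check negative; inactive = inhibition not above a set limit, visual check negative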;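 also: nuclear over cytoplasmic p65 intensity ratio measured by imaging; 0% = IL-1B stimulated DMSO wells and 100% = unstimulated DMSO wells; values of inactives mirror those of a sister screen read the other way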
# PLAP inhibitors HTS = PLAP enzyme inhibitors, biochemical, luminescence, HTS (AID 690); inhibition, % at 20 µM; hits with a dose series show IC50 in µM; purified PLAP, luminescent substrate; higher % means a stronger effect; actives 0.08% (n = 96,000); in the data active = a potency from the dose series; inactive = the rest, 99 in 100 with inhibition below about 30%; also: strong numbers were not always called active
# IL1B NFkB pot = enhances IL-1B driven NFkB nuclear translocation; HUVEC IL-1B NFkB p65 nuclear translocation imaging; activation, % at 2 µM; actives 0.3% (n = 94,000); AID 819;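 active = activation above 40%, about the mean plus 3 SD, also judged a hit on visual image review; inconclusive = activation above 40% but not a hit on visual review; inactive = activation not above 40% and no visual hit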;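 also: percent activation is computed from the nuclear over cytoplasmic p65 intensity ratio; values of inactives mirror those of a sister screen read the other way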
# MRP reversal = compounds reversing MRP-mediated drug resistance; differential viability (reversal), % at 10 µM; actives 0.04% (n = 85,000); H69AR cells + 2 uM doxorubicin, CellTiter-Glo, 72 h;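 active = viability drop by adding the cancer drug above about 55%, with treated viability meeting a 40% cutoff, limit read from the data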;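 also: viability without doxorubicin minus viability with 2 µM doxorubicin for each compound; larger differential means the compound sensitizes cells more to doxorubicin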
# Bcl-B TR3 displacers = displacers of TR3 peptide from Bcl-B, primary screen, selectivity assay for Bfl-1 inhibitor project, biochemical, fluorescence polarization; FP displacement of FITC-TR3 peptide from Bcl-B; higher % means a stronger effect; displacement, % at 20 µM, or IC50 in µM where a hit was titrated; actives 0.11% (n = 96,000); AID 748;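 active = displacement above 50% at 20 µM plus a fluorescence interference ratio under 1.5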;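 also: plate controls were wells without compound for no effect and wells lacking Bcl-B protein for full effect; a part of the inactive calls stands beside numbers as strong as those of hits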
# MRP reversal cytotoxicity = also measured in MRP reversal; calls as there; viability, %; H69AR cells, CellTiter-Glo, 72 h; measured here: cytotoxicity without doxorubicin
# MRP reversal with doxorubicin = further read-out of MRP reversal, marked with its call; viability, %; measured here: viability with 2 uM doxorubicin; stronger effect = lower value
# NFkB transloc inh cell count 2 µM = further read-out of NFkB transloc inh, marked with its call; cell count; measured here: cells passing quality filter;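 raw number of nuclei counted in each imaged well without normalization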
# IL1B NFkB pot cell count 2 µM = also measured in IL1B NFkB pot; calls as there; cell count; measured here: cells passing quality filter
# Numbers without * were called inactive; ? = inconclusive; / = not tested or not shown. Not all compounds are listed, so the mix of outcomes need not match the whole.
Structure	NFkB transloc inh cell count 2 µM	IL1B NFkB pot	MRP reversal	IL1B NFkB pot cell count 2 µM	Bcl-B TR3 displacers	PLAP inhibitors HTS	NFkB transloc inh	MRP reversal with doxorubicin	MRP reversal cytotoxicity
CCn1c(SCC(=O)NCc2ccco2)nc2c1c(=O)n(C)c(=O)n2C	146	17.7	-3.8	146	2.7%	4.0%	-17.7	82.5	78.7
CCOc1cc(C2C(C(=O)c3ccc(C)o3)=C(O)C(=O)N2CCc2ccccc2)ccc1O (stereo unspecified)	126*	-47.2	2.9	126	-10.4%	-9.4%	47.2*	97.5	100.4
CCn1c(=O)n(CC)c2cc(S(=O)(=O)N3CCCCC3)c(C)cc21	99	-9.9	-3.2	99	5.9%	-18.6%	9.9	91.6	88.4
CCCC(=O)C1CCN(Cc2ccccc2)CC1	234	-4.5	1.7	234	-11.8%	19.2%	4.5	91.3	93.0
CC(C)C(CCN1C(=O)CCC1=O)C1CCOC(C)(C)C1 (stereo unspecified)	98	-1.8	5.1	98	-6.5%	-26.9%	1.8	87.6	92.7
CCc1c(C)nc2ncnn2c1Nc1ccc(C(C)=O)cc1	143	-1.2	-2.6	143	-7.3%	11.2%	1.3	83.4	80.8
NC(=O)c1ccccc1NS(=O)(=O)Cc1ccc(Cl)cc1	144	8.5	1.8	144	-4.2%	0.8%	-8.5	98.0	99.8
CN(C)C(=O)N1CCN(C(=O)c2ccco2)CC1	62	21.8	7.3	62	-0.3%	3.8%	-21.8	95.5	102.8
O=C(Nc1ccc(SC(F)F)cc1)c1ccc2nccnc2c1	136	4.6	1.6	136	-11.0%	9.7%	-4.6	102.4	104.0
CCCCC1CC1C(=O)Nc1ncc2c(n1)CC(C)(C)CC2=O (stereo unspecified)	166	8.6	5.2	166	-5.7%	8.7%	-8.6	85.3	90.5
COCCOC(=O)c1c(C)oc2ccc(O)c(CN3CCC(C)CC3)c12	/	/	15.8	/	-5.2%	-24.7%	/	71.4	87.2
O=C1c2cccnc2C(=O)N1c1cccc(-c2nc3ccccc3o2)c1	132	14.6	13.8	132	-7.0%	5.0%	-14.6	81.2	94.9
COc1ccc(-c2nc(Cn3c(SCc4cccc(F)c4)nc4ccncc43)c(C)o2)cc1OC	/	/	12.5	/	-6.4%	-51.7%	/	41.4	53.9
O=C1c2cnc3nc(SCc4cccc(Cl)c4)nn3c2CC2c3ccccc3CCN12 (stereo unspecified)	135	9.6	/	135	-1.9%	-27.6%	-9.6	/	/
O=C(CCCCCn1c(=O)[nH]c2ccsc2c1=O)N1CCCCC1	115	14.1	/	115	/	/	-14.1	/	/
Cc1ccc(SCCC(=O)OCC(=O)Nc2ncc(Cl)cc2Cl)cc1	165	17.8	6.9	165	27.4%	-19.8%	-17.8	72.7	79.6
CC(Sc1cnc2ccccc2n1)C(=O)O (stereo unspecified)	201	15.3	10.6	201	6.6%	12.3%	-15.3	84.1	94.7
COc1ccc(NC(=O)CCc2ccccc2)cc1NC(=O)c1ccco1	127	10.6	-31.2	127	-10.4%	23.9%	-10.6	67.5	36.4
Cc1nn(C)c(C)c1CN(C)S(=O)(=O)c1ccc2ccccc2c1	115	14.9	22.1	115	/	/	-14.9	76.0	98.1
O=C1c2ccccc2C(=O)N1Nc1ccccc1	159	-2.9	/	159	3.6%	0.8%	2.9	/	/
CC(=NCc1ccncc1)C1=C(O)c2ccccc2C1=O	178	-0.7	3.0	70	13.4%	9.1%	-1.3	99.4	102.4
COc1cccc(NC(=O)CSc2nc3ccccc3cc2Cc2ccccc2)c1	117	-3.6	/	117	1.6%	-1.5%	3.6	/	/
CCCn1c(N2CCN(CC(=O)c3c(C)n(C)c4ccccc34)CC2)nc2c1c(=O)[nH]c(=O)n2C	161	18.3	1.4	161	-6.3%	-50.9%	-18.3	49.7	51.1
CC(C)CC(O)(CC(C)C)C(=O)NNc1ccccc1	151	27.6	5.4	151	/	/	-27.6	91.0	96.4
O=C(Nc1ccccc1Sc1ccccc1)c1ccccc1	141	-5.5	/	141	0.1%	38.0%	5.5	/	/
COc1ccc(N2C(=O)C3CCCN3C2c2cccc(C)c2)cc1Cl (stereo unspecified)	132	34.2	10.4	132	-1.4%	-77.7%	-34.2	81.6	92.0
O=C(CSc1nnnn1-c1ccccc1)N1CCc2ccccc2C1	143	20.1	27.4	143	0.4%	30.2%	-20.1	70.5	97.8
C=CCn1c(SCc2ccccc2C#N)nnc1-c1cc(Br)ccc1O	118	37.2	22.4	118	0.0%	-27.1%	-37.2	51.6	74.1
COc1ccc(S(=O)(=O)N(C)Cc2cccs2)cc1Br	144	30.9	6.1	144	-2.1%	44.2%	-30.9	83.9	90.0
CCOC(=O)c1c(C)n(O)c2ccc(Cl)cc2c1=O	/	/	-0.5	/	3.1%	-7.4%	/	90.8	90.3

# Shown field by field: 2 of the compounds above.
molecule: CC(=NCc1ccncc1)C1=C(O)c2ccccc2C1=O
  NFkB transloc inh cell count 2 µM = 178 | IL1B NFkB pot = -0.7 | MRP reversal = 3.0 | IL1B NFkB pot cell count 2 µM = 70 | Bcl-B TR3 displacers = 13.4% | PLAP inhibitors HTS = 9.1% | NFkB transloc inh = -1.3 | MRP reversal with doxorubicin = 99.4 | MRP reversal cytotoxicity = 102.4

molecule: COc1ccc(-c2nc(Cn3c(SCc4cccc(F)c4)nc4ccncc43)c(C)o2)cc1OC
  NFkB transloc inh cell count 2 µM = / | IL1B NFkB pot = / | MRP reversal = 12.5 | IL1B NFkB pot cell count 2 µM = / | Bcl-B TR3 displacers = -6.4% | PLAP inhibitors HTS = -51.7% | NFkB transloc inh = / | MRP reversal with doxorubicin = 41.4 | MRP reversal cytotoxicity = 53.9

# The list goes on:
Structure	NFkB transloc inh cell count 2 µM	IL1B NFkB pot	MRP reversal	IL1B NFkB pot cell count 2 µM	Bcl-B TR3 displacers	PLAP inhibitors HTS	NFkB transloc inh	MRP reversal with doxorubicin	MRP reversal cytotoxicity
C=CCN1C(=O)CC(C(=O)NC)SC1=Nc1ccc(C(=O)OCC)cc1 (stereo unspecified)	129	-6.8	10.8	129	-7.0%	-47.3%	6.8	85.8	96.7
Cc1nc2ccc(C(=O)OCc3ccccc3Br)cc2nc1C	116	35.1	/	116	-11.7%	2.3%	-35.1	/	/
O=C(N/N=C/c1ccc(OCc2ccccc2)cc1)c1cccs1	124	6.2	-12.1	124	-2.4%	0.5%	-6.2	91.8	79.8
O=C(CCC1CCCC1)Nc1ccc(OCC(=O)N2CCOCC2)cc1	174	3.4	-3.0	174	/	/	-3.4	95.6	92.6
Cc1ccc(S(=O)(=O)C2(C(=O)Nc3nccs3)CC2)cc1	/	/	-0.5	/	3.3%	-10.3%	/	93.9	93.3
Cc1cccc(-c2c3c(=O)n(C)c(=O)n(C)c3cn2CC2CCCO2)c1 (stereo unspecified)	179	9.0	-5.1	179	-6.8%	-13.8%	-9.0	80.2	75.0
Cc1onc(-c2c(F)cccc2Cl)c1C(=O)Nc1sc2c(c1C#N)CCC(C(C)(C)C)C2 (stereo unspecified)	102	-0.2	-0.3	102	/	/	0.2	80.3	79.9
CCOC(=O)C1(C)NC(c2ccc(N(C)C)cc2)C2C(=O)N(c3ccc(OC)cc3)C(=O)C21 (stereo unspecified)	203	?	-9.1	/	-4.4%	-11.7%	-42.9	98.6	89.5
O=C(Nc1ccccn1)NC1CCCCC1	123	-9.2	4.6	123	4.7%	4.9%	9.2	97.8	102.4
c1ccc(-c2nc(CSc3n[nH]c(-c4cccs4)n3)cs2)cc1	109	-0.4	-6.7	109	-2.2%	-59.6%	0.4	88.3	81.6
O=C(c1ccc(F)cc1)N1CCN(c2ccc([N+](=O)[O-])c(N3CCCCC3)c2)CC1	160	3.2	/	160	17.3%	-21.3%	-3.2	/	/
O=[N+]([O-])c1ccc(-c2csc3[n+]2CCS3)cc1	50	27.9	-5.5	50	9.9%	19.1%	-27.9	105.2	99.7
CCc1cc2cc3c(cc2nc1SCC(=O)Nc1cc(C)on1)OCO3	92	8.1	-4.6	92	4.7%	-20.7%	-8.1	34.6	30.0
CC1CCN(CCCCOc2ccc(C(=O)c3ccccc3)cc2)CC1	181	-1.7	-8.0	181	1.4%	-49.9%	1.7	72.8	64.8
CCCCNC(=O)C1CCCN1C(=O)NC1CCCCC1 (stereo unspecified)	168	2.4	9.2	168	/	/	-2.4	84.9	94.1
CCOC(=O)c1c(NC(C)=O)sc2c(O)cccc12	/	/	3.3	/	7.4%	16.9%	/	79.8	83.1
CN(C)CC(O)COc1cccc(OCC(O)CN(C)C)c1 (stereo unspecified)	148	-1.0	/	148	-12.7%	-6.9%	1.0	/	/
CCCCC(=O)Nc1cc(OCC)c(NC(=O)c2ccccc2[N+](=O)[O-])cc1OCC	102	-3.4	/	102	1.1%	-5.6%	3.4	/	/
O=C(Cc1ccccc1)N1CCC(c2nc3ccccc3[nH]2)CC1	159	1.3	20.3	159	8.9%	10.5%	-1.3	78.2	98.5
O=C1c2ccccc2C(=O)N1CCCCN(C(=O)c1ccc([N+](=O)[O-])cc1)c1ccc(Cl)cc1	154	3.7	/	154	4.5%	-11.0%	-3.7	/	/
c1ccc(Cn2nnnc2C(c2ccccc2)N2CCN(c3nc4ccccc4s3)CC2)cc1 (stereo unspecified)	117	-6.6	-9.6	117	-18.9%	-40.6%	6.6	89.3	79.7
COc1ccc(N2CCN(Cc3cc(=O)oc4c3ccc3ccccc34)CC2)cc1	/	/	-14.2	/	-7.0%	-31.7%	/	59.2	45.0
O=C(Nc1nnc(CC(c2ccccc2)c2ccccc2)s1)c1ccco1	55	-2.3	-26.3	55	6.5%	-25.2%	2.3	79.2	52.9
c1cc2c(cc1C1=Nn3c(nnc3C3CCCCC3)SC1)OCO2	50	5.6	-46.0	50	-16.7%	-2.9%	-5.6	75.5	29.5
CCOC(=O)c1ccc(NC(=O)CC2C(=O)N(c3ccc(F)cc3)C(=O)N2CCCOC)cc1 (stereo unspecified)	207	-8.9	/	207	-6.3%	-50.4%	8.9	/	/
Cc1noc2ncnc(Sc3c(Cl)cccc3Cl)c12	/	/	-1.2	/	9.9%	8.3%	/	17.1	15.9
CC(C)Oc1cccc(C(=O)NC(=S)Nc2ccc3c4c(cccc24)CC3)c1	127	3.1	/	119	9.0%	6.6%	-4.3	/	/
CCN(Cc1cc2ccc(C)cc2[nH]c1=O)C(=O)c1cccnc1	/	/	7.5	/	1.4%	8.8%	/	89.9	97.4
CCCC(C1=C(O)CC(C)(C)CC1=O)C1C(=O)CC(C)(C)CC1=O (stereo unspecified)	112	-12.0	5.6	112	/	/	12.0	101.3	106.8
CC1(C)CC(O)C(C)(C)N1O (stereo unspecified)	148	10.0	-1.3	148	-3.9%	-14.5%	-10.0	94.0	92.7
COc1ccc(NC(=O)C2CCC(N3C(=O)C4C5C=CC(C5)C4C3=O)CC2)cc1 (stereo unspecified)	167	5.0	-7.3	167	8.2%	11.9%	-5.0	95.8	88.5
CCOc1ccc2[nH]c(=O)c(CN(Cc3cccs3)Cc3nnnn3C(C)(C)CC)cc2c1	93	6.3	-22.5	93	1.1%	-67.7%	-6.3	50.3	27.8
N#C/C(=C/c1ccc(N2CCCCC2)o1)C(=O)Nc1ccc(Cl)cc1	151	-4.6	/	151	-53.8%	12.4%	4.6	/	/
O=c1cc(CSc2ccc(Cl)cc2)nc2nc[nH]n12	/	/	4.5	/	0.7%	-5.0%	/	84.0	88.5
CCCCSc1nc2c(cnn2-c2ccc(Cl)cc2)c(=O)[nH]1	157	-2.8	-8.6	157	-2.9%	-22.8%	2.8	59.5	50.8
CCN1CCN(c2ccc(NC(=O)CCc3c(C)nc4c(-c5ccccc5)c(C)nn4c3C)cc2)CC1	44	6.1	/	44	19.4%	-57.1%	-6.1	/	/
N/C(Cc1ccc([N+](=O)[O-])cc1)=N\OC(=O)COc1cccc2ccccc12	118	0.4	/	118	-13.7%	8.2%	-0.4	/	/
Cc1nc(-c2ccccc2)sc1C(=O)CSc1ccc(Br)cc1	106	-5.3	/	106	-0.9%	17.5%	5.3	/	/
